Screening data as filed in PubChem.
USP2a inh = inhibitors of human ubiquitin-specific protease USP2a; O75604; USP2 core, Ub-CHOP2 coupled fluorogenic reporter, 485/531; Potency, µM (doses to about 38.3 µM), without a hit: at the highest dose activity change, negative = inhibition, most hits filed as inhibitors; 0.01% of 330,000 active; AID 463254;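 further: potency means the concentration at half of the fitted maximal effect; plate controls were DMSO wells for no effect and full inhibition by NEM control for full effect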
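Cell-free coupled assay: 10nM USP2 core preincubated 30min RT with compound in Tris-HCl pH 8.0/CaCl2/CHAPS buffer, then 25nM Ub-CHOP2 and 25nM reporter substrate; fluorescence (Ex 485/Em 531) read after 60min RT, normalized to NEM inhibition, concentration-response curves fitted.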
ELG1 DNA repair = inhibitors of ELG1-dependent DNA repair in HEK293T cells; HEK293T ELG1-luciferase reporter, luminescence, 16 h; DNA damage induced by 5-fluorouridine; Potency, µM (highest dose often 46.1 µM), inactives show top-dose activity change, negative = inhibition, usual class: inhibitors; 2.3% of 330,000 active; further: potency means the concentration at half of the fitted maximal effect; on the % scale 0 is the no-effect control and ±100 the full control effect; nearly all actives have a fitted effect of over 55% in size
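DMSO vehicle served as the neutral condition. Each well held 2,000 cells given 5-fluorouridine plus compound; after 16 hr at 37 °C/5% CO2, ONE-Glo was added and luciferase measured 30 min later.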
Mito fusion yeast = inhibitors of mitochondrial division or activators of mitochondrial fusion; S. cerevisiae fusion-defective mutant growth rescue, CellTiterGlo 48 h; AID 485298; 0.23% of 320,000 active; Potency, µM (top dose mostly 46.1 µM), for inactives: top-dose growth rescue (activation), hits mostly activators;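 further: potency means the concentration at half of the fitted maximal effect; % of control where 0% means no effect; nearly all actives have a fitted effect of over 45% in size; temperature-sensitive fusion mutants such as fzo1-1 at 37 °C on non-fermentable ethanol glycerol medium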
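Luminescent cell viability in 1536-well qHTS format served as the measure of rescued growth in ts fusion-mutant S. cerevisiae cultured on non-fermentable YPEG for 48 hours at 37C.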
AT treatment = potential ataxia-telangiectasia treatment; […] A-T fibroblasts, KAP-1 phosphorylation AlphaLISA; neocarzinostatin DNA damage 30 min before lysis; Potency, µM (doses to about 57.5 µM), for the others: top-dose activation, most hits filed as activators; 0.19% of 320,000 active; AID 485349; further: potency means the concentration at half of the fitted maximal effect; % of control where 0% means no effect; nearly all actives have a fitted effect of over 45% in size
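hTERT-immortalized A-T patient fibroblasts ([…]), 500 cells/well in OPTI-MEM, 1% FBS, got compounds for 60 min, then NCS for 30 min at 37C. Lysates were then assayed for phospho-KAP-1 by AlphaLISA (anti-pKAP1 donor, anti-KAP1 acceptor beads), 6 hr at 25C.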
hERG WT inh = KCNH2 (human, wildtype) channel inhibition; activity change, % at 1.84 µM; U2OS, BacMam KCNH2, thallium flux FluxOr; stronger effect = lower value; 0.37% of 340,000 active; AID 720551;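 active means maximum activity change below -70%; inconclusive means maximum activity change between -70% and -50%; inactive means maximum activity change above -50%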; further: on the % scale 0 is the no-effect control and ±100 the full control effect
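U2OS cells were transduced with wild-type KCNH2 virus (2.03 x 10^8 / mL) for 4 h at room temperature, then cultured overnight at 37 C. Thallium flux was read with FluxOr dye. Rate constants were normalized to DMSO controls.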
Eya2 inh = inhibitors of human Eya2 phosphatase activity; recombinant Eya2, OMFP fluorescence dephosphorylation (OMFP is methylfluorescein phosphate); Potency, µM (top dose mostly 76.9 µM), for the others: at the highest dose activity, negative = inhibition, usual class: inhibitors; 0.006% of 330,000 active; AID 488837; further: potency means the concentration at half of the fitted maximal effect; on the % scale 0 is the no-effect control and ±100 the full control effect
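Eya2 (0.2 uM) preincubated 10 min at ambient with compound, then OMFP substrate added at 50 uM; 10 min reaction in 50 mM HEPES pH 7.5, 50 mM NaCl, 5 uM MgCl2, 0.05% BSA, 1 mM DTT. Fluorescence read at Ex 485/Em 525 nm.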
KCNH2 3.1 block = blocks the human KCNH2 3.1 channel isoform. U2OS KCNH2 3.1, thallium flux FluxOr; stronger effect = lower value. activity change, % (tested at about 1.8 µM). 0.95% of 340,000 active;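 active means maximum activity change below -70%; inconclusive means maximum activity change from -70% to -50%; inactive means maximum activity change above -50%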;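 further: thallium influx rate constant from kinetic fluorescence after stimulation buffer; on the % scale 0 is the no-effect control and ±100 the full control effect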
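Measured as rate of thallium-driven FluxOr signal in transduced U2OS cells carrying the 3.1 channel, read kinetically for 2 min upon stimulation; values are rate constants scaled to DMSO control wells.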
TCR act = T cell receptor activation; primary human leukocytes, anti-CD3, IL-2 HTRF, 48 h; Potency, µM (series often up to 9.22 µM), for inactives: at the highest dose activation of IL-2 secretion, most hits filed as activators; AID 504894; 330,000 tested, under 10 active; further: % of control where 0% means no effect
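Primary human leukocytes incubated 48 hr with anti-CD3 beads plus compound, without co-stimulation. Secreted IL-2 measured by HTRF (europium cryptate/d2 anti-IL-2 pair, 320 nm excitation, 665 nm emission).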
TRPV1 ag = human TRPV1 agonism; AID 540275; activation, % at 8.33 µM; 0.19% of 320,000 active; Q8NER1; TRPV1-expressing cells, Fluo-8 calcium influx, agonist mode; in the data active means activation above about 80%; inconclusive means between about 30% and that limit; further: 0% is about no effect
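Fluo-8 calcium influx in TRPV1-expressing cells, kinetic read (ex 480/em 520 nm). Compound added and read 3 min for agonist activity, followed by capsaicin at EC20 final and 2 min further read for enhancement.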
TSHR antag = antagonists of human thyroid stimulating hormone receptor; 0.2% of 330,000 active; AID 504810; P16473; TSHR-expressing cells, TSH-stimulated cAMP HTRF, 2 h; stronger effect = lower value; activity change, negative = inhibition, % at 11.5 µM;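 active means activity change below a set negative limit, meaning inhibition stronger than a set level, cut at about -70% in these data; inconclusive means activity change between two set negative limits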; further: on the % scale 0 is the no-effect control and ±100 the full control effect
Target sequence (P16473 whole entry, looked up): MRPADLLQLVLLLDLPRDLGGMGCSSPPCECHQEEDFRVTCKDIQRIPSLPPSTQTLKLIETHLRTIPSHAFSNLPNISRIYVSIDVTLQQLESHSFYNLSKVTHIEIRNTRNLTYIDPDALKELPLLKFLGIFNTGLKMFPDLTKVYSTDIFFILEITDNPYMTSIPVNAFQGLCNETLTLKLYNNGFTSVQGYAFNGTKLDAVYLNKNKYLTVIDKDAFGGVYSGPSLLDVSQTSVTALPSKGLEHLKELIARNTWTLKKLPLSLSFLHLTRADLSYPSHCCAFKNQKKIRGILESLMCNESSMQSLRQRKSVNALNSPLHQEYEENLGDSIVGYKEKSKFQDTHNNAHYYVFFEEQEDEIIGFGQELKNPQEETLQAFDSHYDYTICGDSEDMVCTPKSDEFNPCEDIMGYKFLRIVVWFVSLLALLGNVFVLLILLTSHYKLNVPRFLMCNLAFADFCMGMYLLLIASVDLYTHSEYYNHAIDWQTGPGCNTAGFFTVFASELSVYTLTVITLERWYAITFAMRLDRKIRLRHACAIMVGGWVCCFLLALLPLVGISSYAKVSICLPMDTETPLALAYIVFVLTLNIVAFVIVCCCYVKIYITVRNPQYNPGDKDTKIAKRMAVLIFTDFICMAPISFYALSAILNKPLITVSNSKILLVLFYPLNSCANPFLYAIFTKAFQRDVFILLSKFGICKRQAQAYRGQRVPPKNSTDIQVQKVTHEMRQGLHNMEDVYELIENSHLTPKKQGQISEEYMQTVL
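TSHR-expressing cells, 200/well, pre-treated with compound, then stimulated with EC80 TSH (4nM final) for 2 hours at 37 deg C. cAMP measured by competitive HTRF: anti-cAMP cryptate antibody in lysis buffer plus cAMP-d2, read after 30 minutes at room temperature.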
* marks the source's active call; other numbers are inactive results; ? = inconclusive; · = not tested or not shown; [ ] = another dose, or the depositor's remark. Unless noted, the call rests on the fitted dose curve; in most records, active means well fitted curve in the direction sought with a large enough effect; inconclusive means small, poorly fitted or top-dose-only effect, or another doubt; inactive means no such curve, though single readings can be large; an effect the other way counts as inactive or inconclusive. An excerpt; the hit share may differ from the screen's.

SMILES	USP2a inh	ELG1 DNA repair	Mito fusion yeast	AT treatment	hERG WT inh	Eya2 inh	KCNH2 3.1 block	TCR act	TRPV1 ag	TSHR antag
Cc1cccc(NC(=S)NCc2ccccn2)c1	0%	9%	-11%	-6%	-1	2%	-1	0%	-1	4
CCOC(=O)N1CCN(c2cc(=O)n(-c3ccc(Br)cc3)c(=O)[nH]2)CC1	1%	7%	-1%	4%	5	-11%	-11	-24%	2	13
O=C(Nc1ccc(S(=O)(=O)NC2=NCCCCC2)cc1)c1ccc(=O)[nH]c1	2%	3%	1%	-4%	-3	4%	2	8%	1	-5
CC(=O)CCC(=O)OCC(=O)Nc1ccc(SC(F)F)cc1	-1%	-1%	-33%[inhibitor]	2%	30	6%	6	2%	5	5
Cn1c(=O)[nH]c(=O)c2c1nc(Br)n2CC(O)COCc1ccccc1 (stereo not drawn)	-1%	-20%	1%	-2%	-5	7%	-9	4%	0	16
CC(C)N(C(C)C)S(=O)(=O)c1ccc(NN)nc1	-10%	?	-2%	-18%	-7	11%	24	-1%	-1	-2
Cc1ccc(C(=O)O)cc1NC(=O)C1CCCN1S(=O)(=O)c1cccc2nsnc12 (stereo not drawn)	-1%	27%	-4%	2%	-8	-30%	-1	3%	1	30
COc1cc2c(cc1OC)[C@@H](NC(=O)COc1ccccc1)[C@H](OCc1ccccc1)C2	-2%	?	·	1%	-18	-7%	0	8%[46.1 µM]	·	13
COc1ccc2c(c1)c1c(n2C(C)=O)C(OC(C)=O)=NCC1	0%	1%	-1%	-1%	-10	0%	-1	-3%	-2	0
CCCc1nc2ccc(NC(C)=O)cc2c(=O)n1Cc1ccc(Cl)cc1	0%	?	3%	3%	-1	-22%	?	-2%	19	0
Cn1nccc1CNC(=O)c1c(Cl)cnn1C	1%	18%	-4%	3%	0	2%	20	1%[46.1 µM]	0	9
COc1ccc(-c2cc(-c3n[nH]c(=S)n3-c3cccc4ccccc34)[nH]n2)cc1	2%	-19%	0%	2%	-9	2%	-5	-4%	-2	6
COc1ccc2cc(S(=O)(=O)N3CCN(C)CC3)ccc2c1	-1%	-4%	0%	1%	-9	0%	-7	-1%[46.1 µM]	-1	6
Brc1ccccc1C1=Nn2c(nnc2-c2ccccc2)SC1	-4%	-12%	29%	7%	-15	-8%	-7	-6%	-3	-7
Cc1cc[n+](CC(=O)c2cccc([N+](=O)[O-])c2)c2ccccc12	-1%	-18%	-3%	1%	-1	1%	-16	4%	-3	-1
Cc1ccc(S(=O)(=O)NC(CCC(N)=O)C(=O)NCc2ccc3c(c2)OCO3)c(C)c1 (stereo not drawn)	-1%	8%	2%	1%	4	-12%	13	-3%	-3	-8
COc1cc(CN2CCCC(C)C2)ccc1OCc1ccccc1 (stereo not drawn)	-1%	?	-8%	2%	31	9%	-85*	·	-2	1
CCOC(=O)[C@H]1[C@H]2COc3ccc(Cl)cc3[C@@H]2N2C(=O)CN(Cc3ccc(Cl)cc3)C(=O)[C@@]12C	-1%	?	6%	-2%	-6	-4%	-12	5%	6	-15
O=C(Nc1cccc(NC(=O)c2ccco2)c1)c1ccc2c(c1)OCCO2	2%	12%	3%	0%	17	-21%	·	1%	1	-9
C=CCOC(=O)/C(=C\c1ccccc1)NC(=O)c1ccc(C)cc1	9%	?	4%	0%	0	-19%	4	5%	7	2
COc1cccc(NS(=O)(=O)c2cn(C)c(=O)n(C)c2=O)c1	1%	0%	0%	3%	10	6%	-1	1%	0	-5
CCCCOC(=O)Nc1ccc(N(C)C)cc1	2%	?	6%	0%	3	-4%	14	3%[46.1 µM]	?	-5
CCc1nc2oc3ccc(C)cc3c(=O)c2cc1C(=O)OC	4%	?	9%	-3%	-8	4%	33	2%	-2	-13
O=C(Nc1ccc(Br)cc1)Nc1cnccn1	1%	?	-4%	1%	7	-2%	-13	-2%	11	-22
CCn1c2ccccc2c2nnc(SCC(=O)NCc3cccs3)nc21	-2%	-24%	7%	8%	10	5%	6	-2%	1	4
(more compounds)
SMILES	USP2a inh	ELG1 DNA repair	Mito fusion yeast	AT treatment	hERG WT inh	Eya2 inh	KCNH2 3.1 block	TCR act	TRPV1 ag	TSHR antag
O=S(=O)(Nc1ncnc2sc3c(c12)CCC3)c1cc(F)ccc1F	-1%	2%	8%	1%	-6	19%	-7	5%	-1	-7
Cc1cc(C)c(NC(=O)CS(=O)CC(=O)NCCCc2ccccc2)c(C)c1 (stereo not drawn)	3%	-2%	-1%	6%	0	10%	5	·	-3	-4
O=C(NCCCn1ccnc1)Nc1ccc(Cl)c(Cl)c1	-2%	-1%	1%	4%	2	9%	-24	-8%	2	-1
CCN1CCN(C(=O)c2ccc3c(c2)N(Cc2ccccc2F)C(=O)c2ccccc2S3(=O)=O)CC1	3%	-10%	6%	-1%	2	-15%	5	-5%	3	-16
Cc1nn(C(C)C(=O)NCCCN2CCCCCC2)c(=O)c2c1sc1ccccc12 (stereo not drawn)	2%	2%	-1%	8%	3	0%	3	13%	2	0
Cc1cc(C)c(C(=O)Nc2ccc(Br)c(C(F)(F)F)c2)c(C)c1	1%	-7%	-22%	5%	2	0%	2	-6%[46.1 µM]	-4	-28
CCCC1NC(=O)NC(C)=C1C(=O)OCC (stereo not drawn)	-6%	4%	0%	-4%	33	2%	1	-4%	-2	13
CCOc1ccc(C2C(C(=O)OC)=CN(C(C)c3ccccc3)C=C2C(=O)OC)cc1 (stereo not drawn)	0%	-11%	5%	?	-7	3%	-7	-10%	8	-4
CC(=O)c1cccc(N(C(=O)CNC(=O)c2cccs2)C(C(=O)NCC2CCCO2)c2ccccc2)c1 (stereo not drawn)	1%	10%	-2%	1%	-2	-15%	7	6%	4	5
CC1CC(C)CN(S(=O)(=O)CCNC(=O)c2ccc3c(c2)OCO3)C1 (stereo not drawn)	1%	1%	2%	4%	-21	10%	-1	-1%	14	-8
Cn1cc(CCCC(=O)NCc2ccccc2)c2ccccc21	1%	-15%	9%	1%	-4	5%	14	0%	?	-4
CN(C)S(=O)(=O)c1ccc(N2CCCC2)c(C(=O)Nc2ccccc2F)c1	-2%	8%	-5%	0%	28	14%	16	3%	-1	4
COc1ccc(NC2=Nc3cccc4cccc2c34)cc1OC	1%	-1%	-3%	-9%	-3	-6%	-6	-2%	3	16
CCCCNC(=O)Cn1c(-c2ccc(OC)cc2)noc1=O	0%	0%	-1%	11%	-1	-15%[15.4 µM]	-4	-2%	-1	-4
CCOC(=O)C(NC(=O)CC)(Nc1ccccc1)C(F)(F)F (stereo not drawn)	1%	-3%	-5%	-7%	-5	13%	2	-4%	-3	-2
CCCOc1ccc(/C(O)=C2/C(=O)C(=O)N(CCCn3ccnc3)C2c2cccnc2)cc1 (stereo not drawn)	6%	-3%	0%	-4%	9	2%	8	0%	2	-2
COc1cc(/C=N/NC(=O)Cn2cnc3ccccc3c2=O)ccc1O	1%	10%	-4%	-36%	-3	8%	-2	2%	-1	7
O=C1C(=O)N(CCc2c[nH]c3ccccc23)C(c2cccnc2)/C1=C(/O)c1ccccc1 (stereo not drawn)	0%	0%	-9%	-2%	·	4%	·	·	-2	-2
Cc1ccc2cccc(OCCCOc3ccccc3F)c2n1	-7%	2%	-7%	12%	-1	5%	-11	4%	2	-6
O=C(COc1ccc(C(=O)O)cc1)Nc1cccc(C(F)(F)F)c1	3%	-2%	28%	1%	-14	3%	-3	-1%	5	-6
CCCCCN(C(=O)NC(=O)Nc1ccccc1OC)S(C)(=O)=O	0%	0%	0%	4%	0	-11%[15.4 µM]	8	·	1	-9
Cc1ccsc1C(=O)OCc1cc(=O)n2ccsc2n1	2%	?	1%	18%	12	8%	-39	1%	0	0
CCc1ccccc1NC(=O)CN(C)C(=O)CSc1nnc(Nc2cccc(C)c2C)s1	0%	?	-1%	16%	-13	-9%	-6	-1%[46.1 µM]	-1	-3
CC(C)c1cc(C(=O)O)n(-c2ccccc2)n1	3%	-3%	-2%	·	4	-13%	-2	·	-9	-6
COC(=O)Nc1ccc(S(=O)(=O)N2CCCC(C(=O)Nc3cccnc3)C2)cc1 (stereo not drawn)	5%	-24%	-3%	·	3	16%	-5	1%	10	-6
O=C(Nc1ccc2ccccc2c1)c1cn(-c2ccccc2)nc1-c1cccs1	-1%	-10%	9%	4%	-1	2%	-14	1%	4	-18
O=C(c1nc2ccccn2c1CNCCn1ccc2ccccc21)N1CCOCC1	4%	-2%	-5%	0%	-8	15%	-3	-5%	5	-2

Quoted at random: 2 entries already listed.
SMILES	USP2a inh	ELG1 DNA repair	Mito fusion yeast	AT treatment	hERG WT inh	Eya2 inh	KCNH2 3.1 block	TCR act	TRPV1 ag	TSHR antag
CCOC(=O)N1CCN(c2cc(=O)n(-c3ccc(Br)cc3)c(=O)[nH]2)CC1	1%	7%	-1%	4%	5	-11%	-11	-24%	2	13
CCc1ccccc1NC(=O)CN(C)C(=O)CSc1nnc(Nc2cccc(C)c2C)s1	0%	?	-1%	16%	-13	-9%	-6	-1%[46.1 µM]	-1	-3
